# Screens as filed in PubChem.
# EWS-Fli inh = blocks EWS/Fli oncoprotein-driven transcription; A673 NR0B1-luciferase reporter, viability-normalised; actives 0.67% (n = 350,000); inhibition, % at 12.6 µM;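 active means mean inhibition of at least 50% after viability correction, with every replicate also passing that limit; inconclusive means mean reaches 50% but only one of two replicates passes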;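 further: firefly luciferase signal divided by Alamar Blue viability fluorescence both relative to DMSO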
# Casp6 inh = inhibitors of human caspase-6 | P55212 | purified caspase-6, Z-VEID-R110 cleavage fluorescence | inhibition, % at 12.5 µM | actives 0.53% (n = 350,000);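 active means mean inhibition across replicates at least about 35%, with every replicate also reaching that limit, limit read from the data; inconclusive means only one of the two criteria met; inactive means neither criterion met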;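 further: 0% = median of neutral control wells and 100% = no fluorescence left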
# Target sequence (P55212 24-179 limits assumed): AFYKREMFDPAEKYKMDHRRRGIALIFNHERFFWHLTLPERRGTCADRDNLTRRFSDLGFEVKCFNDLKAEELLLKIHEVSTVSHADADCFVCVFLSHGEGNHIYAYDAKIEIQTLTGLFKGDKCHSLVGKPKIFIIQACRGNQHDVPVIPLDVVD
# Target sequence (P55212 194-293 limits assumed): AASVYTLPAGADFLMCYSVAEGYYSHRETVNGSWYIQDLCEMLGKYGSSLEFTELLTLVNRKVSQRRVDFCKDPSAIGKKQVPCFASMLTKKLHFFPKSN
# DENV2 CPE rescue = inhibitors of DENV2 cytopathic effect | actives 1.7% (n = 350,000) | DENV2-infected cells, cytopathic effect rescue, plate reader | AID 651640 | CPE inhibition, % at 9.99 µM; in the data active means CPE inhibition above about 20%, passing the limit was not always enough; inconclusive means no clear call, values can overlap the other calls; tested in BHK-21 cells;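 further: 0% = median of neutral control wells and 100% = median of positive control wells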
# ARNT-TACC3 inh = disrupts binding between human ARNT and TACC3. AlphaScreen His-ARNT PAS-B/GST-TACC3 binding, luminescence; TACC3 fragment carries E629A point mutation. inhibition, % at 9.99 µM. AID 623870. Q9Y6A5. actives 0.66% (n = 390,000);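 active means mean inhibition of replicates at least 50% and at least half of replicates each reaching 50%; inconclusive means half or more replicates reach 50% but mean below 50%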;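 further: 0% = complete ARNT plus TACC3 wells and 100% = ARNT alone without TACC3; many hits fall short of the cut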
# LGR2 antag = blocks bursicon-induced cAMP signaling via Drosophila LGR2. HEK293 LGR2, CRE-luciferase, bursicon-stimulated, 4 h. inhibition, % at 9.99 µM. actives 0.35% (n = 380,000). AID 720647;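 active means drop in luminescence signal, shown as inhibition above about 50% in the replicate tests, limit read from the data, passing the limit was not always enough; inconclusive means probably only some replicates passing the limit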;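 further: agonist challenge used bursicon conditioned medium at about half maximal strength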
# SIRT5 block = sirtuin-5 (human) deacylase inhibition; Q9NXA8; Purified SirT5, succinyl-peptide AMC, trypsin-coupled fluorescence; inhibition, % at 15 µM; actives 1.1% (n = 330,000); in the data active means inhibition above about 15%; inconclusive means no clear call, values can overlap the other calls
# Target sequence (Q9NXA8 whole entry, looked up): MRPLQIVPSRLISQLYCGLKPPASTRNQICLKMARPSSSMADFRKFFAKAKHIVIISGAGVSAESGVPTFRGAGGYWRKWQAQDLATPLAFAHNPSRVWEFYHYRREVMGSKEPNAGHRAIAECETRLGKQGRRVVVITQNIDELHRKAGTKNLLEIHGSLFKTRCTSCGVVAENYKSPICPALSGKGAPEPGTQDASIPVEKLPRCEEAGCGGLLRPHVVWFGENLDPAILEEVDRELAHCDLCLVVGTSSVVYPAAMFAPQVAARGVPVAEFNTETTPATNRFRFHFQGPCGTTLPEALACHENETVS
# PAX8 reporter = inhibitors of PAX8 transcriptional activity in RMG-I cells | RMG-I TPO-luciferase reporter, SteadyGlo, 24 h | inhibition, % at 12.6 µM | actives 1.2% (n = 360,000) | AID 652154;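 active means mean replicate inhibition at least 60% with every replicate also reaching 60%; inconclusive means only one of the two criteria is met; inactive means mean below 60% and not all replicates reaching 60%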;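 further: luciferase light reporting Pax8 driven TPO promoter activity; plate controls were median of neutral control wells for no effect and mitoxantrone controls for full effect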
# The depositor's hits bear a star; ? = inconclusive; · = not tested or not shown.
SMILES,EWS-Fli inh,Casp6 inh,DENV2 CPE rescue,ARNT-TACC3 inh,LGR2 antag,SIRT5 block,PAX8 reporter
CCOC(=O)c1ccc(N2Cc3ccccc3C2=NC(=O)c2cccc([N+](=O)[O-])c2)cc1,-60,1,0,-3,-80,-3,-29
C[C@@H]1CN([C@H](C)CO)S(=O)(=O)c2ccc(-c3cccnc3)cc2O[C@H]1CN(C)C(=O)c1cccc(F)c1,5,1,7,-1,2,0,·
Cc1ccccc1NC(=O)COC(=O)c1c(C)nn(-c2ccccc2)c1C,-21,1,7,·,-18,4,-13
CC(C)NC(=O)Nc1ccc2c(c1)C(=O)N([C@H](C)CO)C[C@H](C)[C@@H](CN(C)C(=O)CCC(F)(F)F)OCCCC[C@H](C)O2,·,-3,-4,18,22,-4,5
O=S1(=O)CCOC[C@H](Cc2ccccc2)N1Cc1cccc(F)c1,-5,-1,32*,-4,6,·,-14
CCOC(=O)c1ccc(N/C(=N\S(=O)(=O)c2ccc(F)cc2F)c2ccccc2)cc1,·,·,·,-1,-2,·,5
O=C(CCn1c2c(c3ccccc31)CCCC2)NNC(=O)c1ccccc1Cl,·,·,·,3,8,·,0
CCn1c(C)nc2cc(C(=O)NNC(=S)Nc3ccccc3Cl)ccc21,·,·,·,-3,-95,·,-194
Cc1ccc(S(=O)(=O)N(C)C[C@@H]2OCCCC[C@@H](C)Oc3ccc(NS(=O)(=O)c4ccccc4)cc3C(=O)N([C@H](C)CO)C[C@@H]2C)cc1,-6,2,1,-11,21,15,-7
CCn1cc(CNC(=O)c2ccc3nc(Cc4ccccc4F)oc3c2)cn1,·,0,-2,-1,-18,-2,2
CC(=O)NC1C(=O)N=C(SCC(=O)Nc2ccc(C(F)(F)F)cc2Cl)NC1=O (centres undefined),10,·,2,-14,6,-1,9
O=C(Nc1nc(-c2cccs2)cs1)C1=COCCO1,-36,0,-1,2,-36,10,-98
COc1ccc(NC(=O)CNc2cc(C)ccc2C)cc1S(=O)(=O)N1CCOCC1,-1,0,-5,0,-5,0,10
Cc1ccc2c(C)c(C(=O)N3CCCCC3CO)oc2c1C (centres undefined),·,3,-1,-3,1,-1,-38
Cc1ccc(Cc2c(-c3ccc(C)cc3)nc3cc(C)ccn23)cc1,-31,2,16,·,-90,6,-184
Cc1[nH]c2ccccc2c1C(=O)COC(=O)c1cccc(S(=O)(=O)N2CCCCC2)c1,-1,·,·,2,6,·,14
CCCCCNC(=O)C1c2ccccc2Oc2ccccc21,0,-1,0,-9,-1,-3,-22
O=C(NC(=S)Nc1ccc(F)cc1)C1CCCCC1,·,0,8,1,-28,-2,-66
COCCNC(=O)C[C@H]1CC[C@H]2[C@H](COc3ccc(NC(C)=O)cc3C(=O)N2C)O1,-8,·,-3,8,-16,·,-31
CC(=O)N[C@@H]1C[C@@H]2O[C@@H](CO)CC[C@@H]2O[C@@H]1CCc1ccc(C#CC2(O)CCCC2)cc1,1,2,-1,·,·,4,·

# Rewritten with values under each structure: part of the list above
# Order of results: EWS-Fli inh	Casp6 inh	DENV2 CPE rescue	ARNT-TACC3 inh	LGR2 antag	SIRT5 block	PAX8 reporter
> CC(C)NC(=O)Nc1ccc2c(c1)C(=O)N([C@H](C)CO)C[C@H](C)[C@@H](CN(C)C(=O)CCC(F)(F)F)OCCCC[C@H](C)O2
 : ·	-3	-4	18	22	-4	5
> O=S1(=O)CCOC[C@H](Cc2ccccc2)N1Cc1cccc(F)c1
 : -5	-1	32*	-4	6	·	-14

# Carrying on.
SMILES,EWS-Fli inh,Casp6 inh,DENV2 CPE rescue,ARNT-TACC3 inh,LGR2 antag,SIRT5 block,PAX8 reporter
CCC(C)[C@H](NC(=O)[C@H](Cc1ccccc1)n1c(=O)[nH]c2ccccc2c1=O)C(=O)NCC1CCC(C(=O)O)CC1 (some centres undefined),-3,-1,1,-8,-3,-1,·
Cc1ccnc(NC(c2cccnc2)c2ccc3cccnc3c2O)c1 (centres undefined),25,-1,-3,61*,-3,5,0
CO[C@@H](CN(C)S(=O)(=O)c1ccc(Cl)cc1)[C@@H](C)CN([C@H](C)CO)S(=O)(=O)c1cccc(Cl)c1,10,3,-5,0,17,1,1
Cc1cc(C(=O)Nc2cccc3c2O[C@@H](CN(C)Cc2ccc(C(=O)Nc4ccccc4N)cc2)[C@H](C)CN([C@H](C)CO)C3=O)n(C)n1,7,-3,0,8,-35,·,·
Cc1ccccc1S(=O)(=O)N1CC[C@@H]2[C@@H](CO)Nc3ccc(-c4ccccc4F)cc3[C@@H]21,5,1,42*,2,9,1,-4
C=CCC[C@@H](Cc1ccc(F)cc1)C(=O)OC[C@@H](Cc1ccccc1)NC(=O)[C@H](CC=C)CC(=O)NCCO,-2,-2,·,26,-5,-4,21
COc1ccc(/C=N/NC(=O)c2ccc(N(C)S(=O)(=O)c3ccccc3)cc2)c(OC)c1,8,3,0,-12,-15,-3,-8
Cc1ccc(-c2nc3c(c(=O)c4ccccc4n3C)c(=O)n2Cc2ccco2)cc1,7,3,-1,39,30,0,17
CC(C)Oc1ccc(S(=O)(=O)N2CCOCC2)cc1NC(=O)c1cc([N+](=O)[O-])ccc1N1CCOCC1,7,1,72*,8,0,2,19
CCOc1cc(C2NC(=O)CCC2[N+](=O)[O-])cc(Br)c1OCC (centres undefined),0,1,5,-1,-14,1,8
Cc1ccc(C(=O)C[n+]2cccc3cc(C)ccc32)cc1,3,-5,7,0,-21,-4,7
CCOc1ccc(Cc2nnc(SCC(=O)c3ccc(OC)cc3)o2)cc1,10,·,-1,-2,8,4,·
O=C(c1ccccc1)N(Cc1cccnc1)C1(C(=O)Nc2ccccc2)CCCCC1,·,·,·,-9,5,·,-4
CO[C@@H]1CN(C)C(=O)c2ccc(NS(=O)(=O)c3ccccc3C)cc2OC[C@@H](C)N(C)C[C@@H]1C,4,·,4,3,14,-3,-11
O=C(CSc1nnc(SCc2ccccc2)s1)N/N=C/C=C/c1ccccc1[N+](=O)[O-],·,·,·,3,-94,·,6
NC(=O)C1CCCN(C(=S)NCc2ccc3c(c2)OCO3)C1 (centres undefined),3,-3,6,-6,-36,-2,-10
C[C@H]1CN([C@@H](C)CO)C(=O)c2cc(C3=CCCCC3)cnc2O[C@H]1CN(C)Cc1ccc(C(=O)O)cc1,-6,1,1,-3,13,1,-24
CCC(C)C(=O)Nc1cc([N+](=O)[O-])ccc1Cl (centres undefined),3,0,-5,-3,0,-1,12
O=C1NC(c2ccc(F)cc2)Oc2ccccc21 (centres undefined),10,2,2,-7,3,1,-14
Cc1ccc(N2CC(C(=O)N3CCCc4ccccc43)CC2=O)cc1 (centres undefined),1,2,13,2,-4,-3,·
CC(C)C(=O)Nc1ccc2c(c1)C(=O)N(C)[C@H]1CC[C@@H](CC(=O)Nc3ccccc3)O[C@@H]1CO2,3,-1,10,-9,-4,1,3
COc1ccc(CNC(=O)C(=O)NCC2OCCN2S(=O)(=O)c2ccc(OC)c(OC)c2)cc1 (centres undefined),·,-1,-7,-10,-7,3,8
CCOC(=O)c1c(C)[nH]c(C)c1C(=O)CSc1nncs1,-7,-6,5,-16,-15,2,-2
COc1ccc(CC(=O)OC(C)C(=O)NCc2ccc3c(c2)OCO3)cc1OC (centres undefined),0,2,-2,4,7,0,-1
Cc1noc(C)c1S(=O)(=O)N(C)C[C@@H]1OCCCC[C@@H](C)Oc2ccc(NC(=O)NC3CCCCC3)cc2C(=O)N([C@H](C)CO)C[C@H]1C,19,1,?,-15,15,1,-11
O=C(c1cc2cc(Br)cc(Br)c2oc1=O)N1CCOCC1,2,1,1,-7,-8,-6,1
COC(=O)CSc1cc([N+](=O)[O-])ccc1NC(=O)OC,-10,-1,1,-4,33,-1,-2
CC(C)Cc1nnc(NC(=O)CS(=O)(=O)Cc2ccccc2)s1,3,4,1,·,1,-2,10
COc1ccc(/C(C)=N/NC(=O)C(NC(=O)c2ccccc2)c2n[nH]c(=O)c3ccccc23)c(OC)c1 (centres undefined),13,-3,-2,-1,-9,4,0
COc1ccc(NC(=O)/C=C/C(=O)O)c(OC)c1,3,0,-1,3,3,0,8
CC(CC(=O)O)C(=O)c1ccc(Cl)c([N+](=O)[O-])c1 (centres undefined),16,0,0,11,-2,-3,12
CCc1noc(C)c1C(=O)NNC(=O)COc1ccc(C)c(C)c1,1,4,9,6,7,-7,-4
CCOc1ccc(N(CC(=O)NC2CCCCC2)C(=O)CCCC(=O)Nc2ccccn2)cc1,2,0,-2,-15,-2,-6,6
CCCn1c(SCC(=O)Nc2cccc(S(=O)(=O)N(C)C)c2)nc2ccccc2c1=O,-1,-2,4,-10,17,-1,28
Cc1cc(C(=O)Nc2cccc3c2O[C@H](CN(C)S(=O)(=O)c2cccs2)[C@@H](C)CN([C@H](C)CO)C3=O)n(C)n1,11,1,5,-27,-5,0,·
COc1ccc(CN2CCN(C(=O)c3ccc(F)cc3)CC2)c(OC)c1,-7,1,0,-8,16,4,-18
COc1ccc(-c2noc(CNC(=O)c3ccc4c(c3)OCO4)n2)cc1OC,-3,0,0,·,18,2,1
O=C(CN1C(=O)S/C(=C\c2ccc(Cl)cc2)C1=O)NCCCn1ccnc1,-8,-1,4,-15,2,-3,7
COc1ccc(NC(=O)Nc2cccc3c2O[C@H](CN(C)Cc2ccc(Oc4ccccc4)cc2)[C@H](C)CN([C@H](C)CO)C3=O)cc1,11,2,14,12,-5,14,13
C=CCn1c(SCc2cc(C(C)=O)ccc2OCC)nc2ccccc2c1=O,54*,4,-3,·,·,-4,30
Cc1cc2sc3ccc(C#CC4(O)CCCCC4)cc3c(=O)c2cc1C,91*,1,-9,-16,·,·,32
N#C[C@@H]1[C@@H](c2ccccc2-c2cccc(F)c2)[C@H](CO)N1C(=O)NC1CCCCC1,-2,·,-7,·,-15,1,·
O=C(CN1C(=O)CCC1=O)Nc1cccc2c1C(=O)NC2=O,8,5,-3,-7,34,-1,9
COCC(=O)N(C)C[C@@H]1Oc2cc(C#Cc3ccccc3)ccc2S(=O)(=O)N([C@H](C)CO)C[C@@H]1C,-2,1,-9,-1,-1,0,·

# By substructure: the entries above with an aryl methoxy group (ten)
SMILES,EWS-Fli inh,Casp6 inh,DENV2 CPE rescue,ARNT-TACC3 inh,LGR2 antag,SIRT5 block,PAX8 reporter
COc1ccc(NC(=O)CNc2cc(C)ccc2C)cc1S(=O)(=O)N1CCOCC1,-1,0,-5,0,-5,0,10
COc1ccc(/C=N/NC(=O)c2ccc(N(C)S(=O)(=O)c3ccccc3)cc2)c(OC)c1,8,3,0,-12,-15,-3,-8
CCOc1ccc(Cc2nnc(SCC(=O)c3ccc(OC)cc3)o2)cc1,10,·,-1,-2,8,4,·
COc1ccc(CNC(=O)C(=O)NCC2OCCN2S(=O)(=O)c2ccc(OC)c(OC)c2)cc1 (centres undefined),·,-1,-7,-10,-7,3,8
COc1ccc(CC(=O)OC(C)C(=O)NCc2ccc3c(c2)OCO3)cc1OC (centres undefined),0,2,-2,4,7,0,-1
COc1ccc(/C(C)=N/NC(=O)C(NC(=O)c2ccccc2)c2n[nH]c(=O)c3ccccc23)c(OC)c1 (centres undefined),13,-3,-2,-1,-9,4,0
COc1ccc(NC(=O)/C=C/C(=O)O)c(OC)c1,3,0,-1,3,3,0,8
COc1ccc(CN2CCN(C(=O)c3ccc(F)cc3)CC2)c(OC)c1,-7,1,0,-8,16,4,-18
COc1ccc(-c2noc(CNC(=O)c3ccc4c(c3)OCO4)n2)cc1OC,-3,0,0,·,18,2,1
COc1ccc(NC(=O)Nc2cccc3c2O[C@H](CN(C)Cc2ccc(Oc4ccccc4)cc2)[C@H](C)CN([C@H](C)CO)C3=O)cc1,11,2,14,12,-5,14,13
